KKLEB cytotox – CF airway cell cytotoxicity counter-screen; KKLEB CF airway cells viability, ATPlite luminescence, overnight; stronger effect = lower value; cells stimulated with P. aeruginosa culture filtrate; activity change (cytotoxicity), % at 5 µM; actives 0.36% (n = 360,000);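 active means corrected activity change at or below -50% at 5 µM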
NR2E3 ag-1 – NR2E3 (human) agonism; Q9Y5X4; GST-NR2E3/biotin-RetCOR TR-FRET, 1536-well; inhibition of corepressor binding, % at 4.78 µM; actives 0.12% (n = 320,000); AID 2300;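 active means percent inhibition above the cutoff of mean plus 3 SD of all tested compounds, set per screening campaign, cut at about 20% in these data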;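 further: 0% = DMSO wells and 100% = biotin wells as full block of FRET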
Target sequence (Q9Y5X4 whole entry, looked up): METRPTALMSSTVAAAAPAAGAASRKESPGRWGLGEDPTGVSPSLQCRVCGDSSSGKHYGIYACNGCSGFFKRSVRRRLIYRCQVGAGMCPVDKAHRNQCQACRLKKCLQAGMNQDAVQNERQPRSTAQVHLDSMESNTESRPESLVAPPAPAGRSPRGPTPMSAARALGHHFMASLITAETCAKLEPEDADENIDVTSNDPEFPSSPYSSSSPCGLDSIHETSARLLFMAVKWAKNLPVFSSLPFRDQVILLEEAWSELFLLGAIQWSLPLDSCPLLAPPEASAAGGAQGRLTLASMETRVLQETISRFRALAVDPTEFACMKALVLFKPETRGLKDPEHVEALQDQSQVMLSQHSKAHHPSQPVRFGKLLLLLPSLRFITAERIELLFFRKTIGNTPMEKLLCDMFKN
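Test system: GST-NR2E3 and biotin-RetCOR proteins | Quantity: 1.35 nM GST-tagged NR2E3 final | Medium: Tris pH 7.5 | Also added: 7 nM biotin-RetCOR | Dosing: Compound at 4.8 µM, single dose | Timing: 5 h at 4 °C | Detection: Time-resolved FRET | Read-out basis: Percent inhibition | Benchmarks: Biotin wells as high control, 0.6% DMSO wells as low control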
CF NFkB block – cystic fibrosis NF-kB activation inhibition; actives 0.86% (n = 360,000); inhibition, % at 5 µM; AID 588850; KKLEB NF-kB-GFP reporter, PAF-induced, GFP fluorescence overnight;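 active means at least 50% inhibition at 5 µM, scaled per plate between neutral and stimulator controls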;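 further: PAF is a Pseudomonas aeruginosa culture filtrate used as stimulus; plate controls were PAF-stimulated DMSO wells for no effect and unstimulated DMSO wells for full effect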
C8 TRAIL sens – caspase-8 TRAIL sensitization | inhibition (viability loss, TRAIL sensitization), % at 10 µM | NB7+C8 cells + TRAIL, ATPlite viability luminescence | actives 1% (n = 360,000);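 active means compounds causing at least 50% loss of cell viability in the single-dose screen, relative to plate controls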
NR2E3 ag-2 – human photoreceptor-specific nuclear receptor agonism; AID 602229; CHO-S Gal4-NCOR/VP16-NR2E3 two-hybrid, luciferase; actives 0.35% (n = 360,000); inhibition of corepressor binding, % at 3.98 µM;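 active means inhibition above the mean of all tested compounds plus 3 SD, cut at about 70% in these data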;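 further: 0% = DMSO with NR2E3 transfected cells and 100% = cells lacking NR2E3 construct; higher means lower luciferase signal from less NR2E3 corepressor binding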
TRPM1 prom inh – MITF TRPM1 promoter inhibition in SK-MEL-5 cells | SK-MEL-5 TRPM1 promoter luciferase, 24 h | inhibition, % at 12.5 µM | actives 0.83% (n = 330,000);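 active means mean inhibition across replicates of 60% or more, whatever share of single replicates reaches that level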; further: values of inactives mirror those of a sister screen read the other way
TWEAK-Fn14 inh – TWEAK-Fn14 signaling inhibition; TWEAK-stimulated Fn14 reporter cells, luciferase luminescence, 8 h; inhibition, % at 10 µM; actives 2% (n = 360,000); AID 1159606; in the data active means inhibition above about 50%
Peg3 promoter – Peg3 promoter activity inhibition; AID 588405; inhibition, % at 20 µM; actives 1.7% (n = 360,000); HeLa PEG-Prom luciferase reporter, luminescence, overnight;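 active means inhibition of at least 50% at 20 µM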
TROY NFkB inh – TROY signaling inhibition; actives 0.98% (n = 360,000); inhibition, % at 10 µM; AID 1347056; Q293 LMP1-TROYcd NF-kB luciferase reporter, 4 h;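 active means compounds whose plate-normalised and pattern-corrected inhibition of the luciferase reporter signal at the single screening dose is 50% or more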
Shn3 3UTR inh – inhibitors of Schnurri-3 3'UTR reporter in osteoblasts; actives 0.52% (n = 360,000); Clone20 osteoblast Shn3 3'UTR firefly luciferase, 24 h; inhibition, % at 12.5 µM; AID 588674;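 active means mean inhibition of at least 75% with every replicate also reaching 75%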;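 further: 0% = median of neutral control wells and 100% = pilot-screen positive control compound; some compounds past the cut are filed as inactive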
HIF-2a block – inhibitors of HIF-2a | 786-0 RCC cells HIF-2a reporter, luciferase luminescence, overnight | actives 0.72% (n = 360,000) | AID 624352 | inhibition, % at 18.8 µM;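 active means inhibition of the luminescence signal of 40% or more relative to plate controls, in a single-dose primary screen at 18.75 µM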
The depositor's hits bear a star; . = no result given. Not all compounds are listed (hit frequency here may not be typical).

SMILES	KKLEB cytotox	NR2E3 ag-1	CF NFkB block	C8 TRAIL sens	NR2E3 ag-2	TRPM1 prom inh	TWEAK-Fn14 inh	Peg3 promoter	TROY NFkB inh	Shn3 3UTR inh	HIF-2a block
O=C(OCc1nnc(-c2ccc(Cl)cc2)o1)c1ccc(=O)n(Cc2ccccc2)n1	4	5	-6	4	-13	-7	-16	-45	-21	-8	-87
C#CCOCCOCCOCCNc1nc(N2CCN(C(=O)C([C@@H](C)CC)n3cc(C(N)CC(C)C)nn3)CC2)nc(N2CCN(C(=O)[C@H](CCC(=O)O)n3cc(C(N)Cc4ccc(O)cc4)nn3)CC2)n1 (stereo partly drawn)	3	3	0	-16	-6	5	-8	0	4	-14	5
CSCCC(NC(=O)COc1ccccc1)C(=O)N1CCN(c2ccccc2)CC1 (stereo not drawn)	-12	1	4	6	-15	3	-8	6	-2	-2	9
Clc1ccccc1-c1nc(-c2ccc(Br)o2)no1	-2	6	0	10	-138	3	28	-256	1	-108	-216
CCN(C(=O)COC(=O)CCc1ccc(OC)cc1)c1c(N)n(Cc2ccccc2)c(=O)[nH]c1=O	-12	.	-6	-17	-29	-2	7	-10	-3	-1	1
Cc1nn(-c2ccccc2)c(C)c1NC(=O)COc1ccccc1C#N	-3	.	4	1	-1	.	-9	1	-6	15	-10
CCCc1nc(SCC(=O)Nc2nc3c(s2)CCCC3)c2ccccc2n1	6	8	-10	1	-2	16	-77	15	6	10	21
O=C(Cn1c(=O)c2cccn2c2ccccc21)NCc1cccc(F)c1	-4	4	3	2	-13	4	7	-7	-3	7	-14
CCC1CCCCN1c1cc(C)nc2cc(-c3cccc(C)c3)nn12 (stereo not drawn)	3	4	6	1	-15	-8	1	-2	4	14	-1
Cc1nn2c(nc(N3CCCCC3)c3ccccc32)c1C=O	1	-1	-2	-8	1	14	-6	11	10	19	14
C=C(C)C(=O)OCCCCCCOc1ccc(C(=O)O)cc1	2	2	-10	6	-5	6	4	-2	13	16	4
O=C(CCS(=O)(=O)c1ccc(Br)cc1)N1CCN(c2ccccc2Cl)CC1	2	1	8	-14	-30	-9	-13	16	-4	3	1
COC(=O)C1=C(C(=O)OC)[C@]2([C@@H]3CC=CCN[C@@H](Cc4ccccc4)C(=O)N3Cc3ccccc3)C=C[C@H]1O2	-8	.	31	18	-34	4	17	-111	-15	18	5
CCOC(=O)CN1C(=O)S/C(=C/c2ccc3c(c2)n(C)c(=O)n3C)C1=O	-3	-4	-17	-1	-63	-48	-15	-196	-97	-52	-26
COc1ccc2cc(C(=O)C3CCCN(C(=O)c4snnc4C)C3)ccc2c1 (stereo not drawn)	1	2	-4	4	11	8	-2	13	2	21	1
OC[C@@H]1[C@@H](c2ccc(Cl)cc2)C(c2ccccc2)=NN1c1ccccc1	-6	.	22	0	-18	7	22	19	4	-7	11
CCOc1c2ccc(C(=O)NCc3ccc(OC)cc3)cc2nn1CCOC	-14	-6	6	-2	-2	3	-9	-1	-14	-27	-8
CCOC(=O)c1c(C)[nH]c(C)c1C(=O)COC(=O)c1ccc(Cl)nc1	8	.	-6	-3	-27	-4	2	7	3	-2	2
CC(Sc1nccn1C)C(=O)Nc1ccccc1 (stereo not drawn)	2	-3	-3	-14	11	1	8	6	-1	-4	-5
CNc1oc(/C=C/c2ccccc2)nc1C#N	-12	2	15	5	-82	-53	-7	-283	-82	-73	-184
COCCCn1c(C)nnc1SCc1ccc(C(C)(C)C)cc1	-9	1	3	0	-9	-7	-8	16	-1	11	16
Cc1ccc(S(=O)(=O)Nc2ccccc2C(O)c2ccccc2)cc1 (stereo not drawn)	0	3	-6	2	19	-3	22	21	28	11	18
CCCCc1ccc(NC(=O)NCc2cccnc2)cc1	-3	-1	23	6	17	-6	-13	-25	13	19	-33
CCOC(=O)c1c(N/N=C/c2cccnc2)n[nH]c1C	-9	-4	2	24	-45	-44	5	-61	-8	-27	-131
O=C(NCC1CCCO1)c1cccc(Oc2ccc([N+](=O)[O-])cc2)c1 (stereo not drawn)	-12	-1	1	-2	-10	14	19	13	5	-33	14
NC(=O)c1ccc(F)cc1	2	0	-1	5	-2	-5	14	8	-3	-11	13
COc1ccc(NC(=O)NC23CC4CC(CC(C4)C2)C3)cc1OC	2	-2	13	-8	-3	-13	-64	-29	-15	4	-13
CCN(C(=O)CCS(=O)(=O)c1cc2c(cc1Cl)NC(=O)CO2)c1ccccc1	7	-2	-7	-13	-12	-3	-13	-14	-3	-2	2
COc1ccc(-c2cnn3c4c(c(C)nc23)CCN4C2CCCC2)cc1OC	-2	0	8	8	-1	-18	9	-10	-42	2	6
CC(C)[C@H](NC(=O)Nc1ccc2c(c1)OCCO2)C(=O)O	-6	1	-8	15	-5	-4	1	9	-9	-27	11
CN(C[C@H](Cc1ccccc1)N(C[C@@H](Cc1cccc2ccccc12)N(CCc1ccccc1)N=O)N=O)N=O	-3	0	-13	9	10	19	3	16	-5	14	13
O=S(=O)(/N=C(\[O-])C[n+]1ccccc1)c1ccc(Cl)cc1	-3	5	5	-9	-12	-9	-20	-51	-25	10	-38
O=C(CCN1C(=O)c2ccncc2C1=O)Nc1ccc2c(c1)OCCO2	2	0	4	4	0	6	21	10	16	5	12
O=C(NCc1ccco1)c1ccc(S(=O)(=O)c2cccc(S(=O)(=O)N3CCOCC3)c2)cc1	1	-1	-1	-25	-4	-6	-13	20	8	25	24
Cc1ccccc1CNC(=O)c1ccc2sc([C@H]3C[C@H](O)[C@@H](CO)O3)nc2c1	2	.	-14	-14	-22	.	12	1	-15	26	-18
c1ccc(C2=NCCCN2)cc1	-6	1	-1	-6	2	8	12	12	-16	-13	15
Cc1cccc(NC(=O)c2cc(N3C(=O)CCC3=O)ccc2Cl)n1	-6	1	25	10	-52	1	15	0	2	-19	6
Cc1c(NC(=O)c2nn(C)c(=O)c3ccccc23)c(=O)n(-c2ccccc2)n1C	6	-1	-9	-18	4	7	3	6	-5	3	13
Cn1nc(C(C)(C)C)cc1C(=O)NCc1ccc2c(c1)OCO2	13	-4	-25	18	105*	16	25	15	20	90*	14
Cc1ccnc2nc(C(=O)OCCOc3ccc(F)cc3)nn12	5	-2	-12	4	-15	11	6	-7	-16	12	15
C#CCOCCOCCOCCNc1nc(N2CCN(C(=O)[C@H](Cc3cc4ccccc4[nH]3)n3cc([C@@H](N)CC(C)C)nn3)CC2)nc(N2CCN(C(=O)[C@H](Cc3cc4ccccc4[nH]3)n3cc([C@@H](N)CC(C)C)nn3)CC2)n1	11	-2	-6	7	-14	1	9	-1	2	-16	13
CCCn1c(=O)c(-c2nc3ccccc3[nH]2)c(O)c2ccccc21	7	0	-9	3	16	1	1	-1	-3	7	-33
COc1cc([N+](=O)[O-])ccc1NC(=O)NNC(=O)C(C)Oc1ccc(F)cc1F (stereo not drawn)	-10	1	11	-17	6	4	-3	19	3	-10	2
CCN(CC)C(=O)Cn1cc(C(=O)C(=O)NCCc2ccccc2)c2ccccc21	-2	4	22	-25	-11	4	-1	0	-22	2	-7
O=C(NCCN1C(=O)S/C(=C\c2cccnc2)C1=O)c1ccc([N+](=O)[O-])s1	0	3	15	4	-5	47	3	1	-1	-1	0
COc1ccc(NC(=O)N2CCCC2C(=O)Nc2ccc(C)cc2)cc1 (stereo not drawn)	9	5	-8	3	-6	6	1	11	-1	-3	15
Cc1ccc(/C=N/NC(=O)c2nnn(-c3nonc3N)c2CSc2ccccc2)o1	0	-1	-20	-5	-5	-2	-14	18	8	1	4
COc1ccc(CN(C)C[C@@H]2OCc3cnnn3CCCC(=O)N([C@@H](C)CO)C[C@H]2C)cc1	2	.	-42	-1	9	.	8	3	-11	-14	6
Cc1cc(C)n2c(SCC(=O)Nc3ccccc3C#N)nnc2n1	0	0	-9	3	-10	18	6	-4	-17	-6	14
Cc1c(/C=N/Nc2ccc([N+](=O)[O-])cn2)c2ccccc2n1Cc1ccccc1	0	-1	-16	31	13	49	-50	13	-7	24	5
Additional structures follow.
SMILES	KKLEB cytotox	NR2E3 ag-1	CF NFkB block	C8 TRAIL sens	NR2E3 ag-2	TRPM1 prom inh	TWEAK-Fn14 inh	Peg3 promoter	TROY NFkB inh	Shn3 3UTR inh	HIF-2a block
c1ccc(-c2nnc(CSc3ccc4c(c3)OCCO4)o2)cc1	4	0	-11	-2	-39	-9	-30	-120	-20	12	-152
CCOc1cc(C)c(Cl)cc1S(=O)(=O)n1ccnc1	8	2	-11	-9	0	-9	-16	13	-13	-3	17
O=C1Cc2ccccc2C(=O)N1Nc1ccccc1	5	.	-9	-15	5	4	-2	-6	8	2	5
CCOc1ccc(Oc2ccc(S(=O)(=O)N3CCOCC3)cc2NC(=O)CCNC(C)=O)cc1	4	-3	-1	19	8	5	-7	-6	-6	11	10
Nc1nc2c(c(=O)[nH]1)CN(Cc1ccccc1)CC2	1	1	-9	-3	-5	-1	7	-24	-12	-3	9
COc1ccc(NC(=O)c2c(SC)nsc2SC)cc1	-10	0	8	11	-8	5	-11	-18	-12	6	-17
COc1ccc(C(=O)OC(C)CN2CCN(C)CC2)cc1OC (stereo not drawn)	-8	4	1	-4	-8	3	25	-6	-8	-21	-7
O=C(CCCC(=O)NCc1ccccc1)NCc1ccccc1	2	-3	16	-9	-14	-2	22	-3	1	-9	21
Cc1sc2nc(SCC(=O)NCc3ccco3)n(C)c(=O)c2c1C	0	-1	1	3	10	-1	-2	9	33	23	11
O=C(Nc1ccccc1C(F)(F)F)N1CCN(C(c2ccccc2)c2ccccc2)CC1	6	-2	-23	5	6	3	5	6	-2	23	19
CN(C)S(=O)(=O)c1cc(NC(=O)CN2CCN(c3ccccc3O)CC2)ccc1Cl	0	-4	8	-10	-20	3	-1	24	23	4	7
CC(Oc1ccccc1)C(=O)OCC(=O)Nc1ccc2c(c1)OCO2 (stereo not drawn)	-5	.	14	-15	-13	8	-9	4	-6	4	-19
Cc1cc(C(=O)NCC(=O)OCC(=O)N2CCCCCC2)ccc1[N+](=O)[O-]	11	-1	4	-18	-15	-4	-7	2	17	2	3
O=C(CSc1nnc(-c2ccc(O)cc2)n1Cc1ccco1)c1ccccc1	10	-2	1	-9	6	14	23	3	.	5	5

A second format for 3 compounds above:
| canonical_smiles | KKLEB cytotox | NR2E3 ag-1 | CF NFkB block | C8 TRAIL sens | NR2E3 ag-2 | TRPM1 prom inh | TWEAK-Fn14 inh | Peg3 promoter | TROY NFkB inh | Shn3 3UTR inh | HIF-2a block |
| --- | --- | --- | --- | --- | --- | --- | --- | --- | --- | --- | --- |
| CN(C)S(=O)(=O)c1cc(NC(=O)CN2CCN(c3ccccc3O)CC2)ccc1Cl | 0 | -4 | 8 | -10 | -20 | 3 | -1 | 24 | 23 | 4 | 7 |
| CC(Oc1ccccc1)C(=O)OCC(=O)Nc1ccc2c(c1)OCO2 (stereo not drawn) | -5 | . | 14 | -15 | -13 | 8 | -9 | 4 | -6 | 4 | -19 |
| Cc1cc(C(=O)NCC(=O)OCC(=O)N2CCCCCC2)ccc1[N+](=O)[O-] | 11 | -1 | 4 | -18 | -15 | -4 | -7 | 2 | 17 | 2 | 3 |
